Compound activity as filed in PubChem.
Peg3 promoter: inhibitors of Peg3 promoter; HeLa PEG-Prom luciferase reporter, luminescence, overnight; inhibition, % at 20 µM; hit rate 1.7% among 360,000; AID 588405;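 active = inhibition of at least 50% at 20 µM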
PDI turbidity: PDI (human) enzyme inhibition | P07237 | PDI insulin aggregation turbidity, A650, 90 min | inhibition, % at 10 µM | hit rate 0.052% among 350,000 | AID 588391;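 active = mean inhibition across replicates of 30% or more, whatever share of single replicates reach that level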;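 also: absorbance from insulin aggregation driven by PDI reduction with DTT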
Target sequence (P07237 whole entry, looked up): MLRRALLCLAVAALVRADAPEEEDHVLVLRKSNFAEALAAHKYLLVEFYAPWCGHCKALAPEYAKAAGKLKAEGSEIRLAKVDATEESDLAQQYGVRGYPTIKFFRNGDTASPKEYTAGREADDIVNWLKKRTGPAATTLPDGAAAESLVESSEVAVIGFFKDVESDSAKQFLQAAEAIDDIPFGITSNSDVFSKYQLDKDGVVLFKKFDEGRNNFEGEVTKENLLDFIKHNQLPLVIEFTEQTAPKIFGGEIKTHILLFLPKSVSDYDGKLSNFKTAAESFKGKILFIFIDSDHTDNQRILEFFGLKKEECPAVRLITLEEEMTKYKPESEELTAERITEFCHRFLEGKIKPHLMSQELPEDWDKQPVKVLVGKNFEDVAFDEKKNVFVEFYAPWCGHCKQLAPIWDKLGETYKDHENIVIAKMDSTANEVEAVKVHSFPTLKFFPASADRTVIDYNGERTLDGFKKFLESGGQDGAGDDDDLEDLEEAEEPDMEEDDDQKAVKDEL
iPSC survival up: hiPSC single-cell survival enhancement; survival enhancement, % at 20 µM; ATPlite luminescence; 100% = ROCK inhibitor wells, 0% = DMSO; hit rate 0.044% among 360,000; in the data active = survival enhancement above about 18%;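 also: cells exposed to compounds for 16 hours before the ATP read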
NR2E3 ag-1: NR2E3 (human) agonism; Q9Y5X4; GST-NR2E3/biotin-RetCOR TR-FRET, 1536-well; inhibition of corepressor binding, % at 4.78 µM; hit rate 0.12% among 320,000; AID 2300;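 active = percent inhibition above the cutoff of mean plus 3 SD of all tested compounds, set per screening campaign, cut at about 20% in these data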;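 also: 0% = DMSO wells and 100% = biotin wells as full block of FRET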
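Material – GST-tagged NR2E3 plus biotinylated RetCOR corepressor · Quantity – NR2E3 fusion 1.35 nM · Times – 5 h incubation at 4 °C · Medium – pH 7.5 Tris-based buffer · Technique – TR-FRET, Eu(K)-anti-GST donor, streptavidin-D2 acceptor, ex 340, em 617/671 nm · Benchmarks – high control biotin, low control 0.6% DMSO · Format – 1536-well plates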
CaV13 FRET inh: Primary screen for inhibitors of IQ motif and Ca2+-dependent inactivation inhibitor domain binding in CACNA1D, Förster resonance energy transfer in living cells, … | HEK cells, CFP/YFP FRET ICDI-IQ, plate reader, 10 min; percent FRET-ratio fall versus neutral wells | inhibition, % at 12.3 µM | hit rate 0.098% among 340,000;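 active = mean replicate inhibition of at least 30% and at least 1% of replicates passing that level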;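 also: 0% = median of the neutral control wells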
H9c2 protect: protects H9c2 cardiomyocytes from peroxide injury; H2O2 injury protection, ATPLite, 2 h; protection from H2O2 cell death, % at 20 µM; hit rate 0.63% among 360,000;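 active = compounds giving at least 50% protection of heart cells from peroxide-induced death in the single-dose screen, raw or plate-pattern-corrected value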;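 also: 0% = DMSO wells with peroxide and 100% = DMSO wells without peroxide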
HIF-2a inh: HIF-2a inhibition | 786-0 RCC cells HIF-2a reporter, luciferase luminescence, overnight | inhibition, % at 18.8 µM | hit rate 0.72% among 360,000;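 active = inhibition of the luminescence signal of 40% or more relative to plate controls, in a single-dose primary screen at 18.75 µM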
m5-HT2A agonist: activates the mouse 5-HT2A serotonin receptor. P35363. CHO-K1 mHTR2A beta-arrestin complementation, luminescence; percent of 30 µM serotonin response. activation, % at 7.6 µM. hit rate 0.66% among 360,000. AID 624169;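 active = activation above a run cutoff, the mean activation of all tested compounds plus 3 SD, cut at about 14% in these data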;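 also: 0% = plate median of compound wells and 100% = 30 µM serotonin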
Target sequence (P35363 whole entry, looked up): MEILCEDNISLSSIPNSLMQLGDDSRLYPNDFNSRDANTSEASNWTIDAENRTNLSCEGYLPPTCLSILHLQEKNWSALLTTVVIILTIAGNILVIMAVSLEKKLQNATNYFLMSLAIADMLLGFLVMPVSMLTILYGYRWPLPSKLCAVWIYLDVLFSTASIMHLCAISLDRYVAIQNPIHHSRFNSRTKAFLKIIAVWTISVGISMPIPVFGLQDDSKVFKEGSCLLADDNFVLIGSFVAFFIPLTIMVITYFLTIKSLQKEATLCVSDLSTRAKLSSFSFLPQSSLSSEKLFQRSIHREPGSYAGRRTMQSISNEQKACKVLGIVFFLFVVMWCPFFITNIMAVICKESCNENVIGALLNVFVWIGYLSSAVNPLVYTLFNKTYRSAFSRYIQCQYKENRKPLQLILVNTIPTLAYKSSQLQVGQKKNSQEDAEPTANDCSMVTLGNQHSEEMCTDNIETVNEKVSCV
NR2E3 ag-2: activates human NR2E3 receptor; Q9Y5X4; AID 602229; hit rate 0.35% among 360,000; inhibition of corepressor binding, % at 3.98 µM; CHO-S Gal4-NCOR/VP16-NR2E3 two-hybrid, luciferase;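 active = inhibition above the mean of all tested compounds plus 3 SD, cut at about 70% in these data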;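 also: 0% = DMSO with NR2E3 transfected cells and 100% = cells lacking NR2E3 construct; higher means lower luciferase signal from less NR2E3 corepressor binding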
Shn3 inh set2: Schnurri-3 reporter inhibition in Clone20 osteoblasts; AID 588674; hit rate 0.52% among 360,000; Clone20 osteoblast Shn3 3'UTR firefly luciferase, 24 h; inhibition, % at 12.5 µM;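 active = mean inhibition of at least 75% with every replicate also reaching 75%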;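 also: 0% = median of neutral control wells and 100% = pilot-screen positive control compound; some compounds past the cut are filed as inactive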
MITF TRPM1 inh: inhibitors of MITF-driven TRPM1 promoter in melanoma cells; AID 488899; inhibition, % at 12.5 µM; SK-MEL-5 TRPM1 promoter luciferase, 24 h; hit rate 0.83% among 330,000;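 active = mean inhibition across replicates of 60% or more, whatever share of single replicates reaches that level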; also: values of inactives mirror those of a sister screen read the other way
Numbers without * were called inactive; / = not tested or not shown; & = joins results of further samples; ! = repeats disagree.

cpd	Molecule	Peg3 promoter	PDI turbidity	iPSC survival up	NR2E3 ag-1	CaV13 FRET inh	H9c2 protect	HIF-2a inh	m5-HT2A agonist	NR2E3 ag-2	Shn3 inh set2	MITF TRPM1 inh
1	C=C1C(=O)O[C@H]2C[C@]3(C)C([C@@H](OC(=O)/C(C)=C/C)[C@H]12)[C@](C)(O)CC[C@H]3O (stereo partly specified)	18	3	-0.6	-4	-5	12	12	8	-5	19	-2
2	COc1cc(C=O)ccc1OCc1ccc(Cl)nc1	-224	-2	-0.7	-4	-3	-12	-187	11	-77	-108	-67
3	O=C(NC1CCCCCC1)C1CCC(CNS(=O)(=O)c2ccc(Br)s2)CC1 (stereo unspecified)	25	-4	-1.2	-2	-7	-8	12	1	5	32	11
4	O=C(Nc1ccccc1)OCCOc1ccccc1	-266	-5	-0.8	1	-5	0	-292	-5	-85	-108	-58
5	CCCCCn1c(=N)n(CC(O)COc2ccccc2OC)c2ccccc21 (stereo unspecified)	43&12	-1&-15	-4.0&-0.2	-1&5	-8&-5	-18&-5	-14&-14	-12&-8	-5&-13	86*!	6
6	O=C1CN(C(=O)NCCC(=O)NC2CCCCC2)c2ccccc2N1	5	-3	-0.6	1	-7	-2	10	-1	-10	4	1
7	Nc1ccccc1NC(=O)NC(=O)c1ccccc1	-228	4	-0.3	-2	15	-2	-296	2	-67	-114	-57
8	COc1ccc(CCNC(=O)COc2ncnc3ccccc23)cc1OC	16	-6	0.1	-3	-2	1	18	0	-68	-7	13
9	CCN(CC)S(=O)(=O)c1ccc(N2Cc3ccccc3C2=N)cc1	-11	-7	-0.3	3	-8	-18	-14	4	-5	20	3
10	Cc1ccc(Cn2c(CN3CCOCC3)nc3c2c(=O)n(C)c(=O)n3C)cc1	22	4	-1.9	1	-9	8	12	-4	-6	4	-10
11	O=C(O)Cn1c(-c2cscn2)nc2ccccc21	3	-4	1.6	2	-4	-1	9	0	-5	-5	-5
12	CC(=O)c1ccc(S(=O)(=O)NC2CC(=O)N(c3cccc(F)c3)C2)cc1 (stereo unspecified)	14	3	0.0	-4	-7	0	11	-1	-1	-6	2
13	COc1cc(C)c(S(=O)(=O)N2CCOCC2)cc1C(C)C	11	-2	1.0	-2	/	5	1	-3	-38	3	1
14	O=C(O)CSc1ncnc2c1oc1ccccc12	-17	1	0.9	4	-4	2	-2	0	7	-6	3
15	CCOc1cc(C)c(S(=O)(=O)N2CCCCC2)cc1C	11	0	0.5	-3	0	-7	8	-4	-8	13	13
16	O=C(CN1C(=O)S/C(=C\c2ccccn2)C1=O)Nc1ccccc1	8	5	-0.3	/	-5	1	12	1	24	0	3
17	C[C@H](CO)N1C[C@H](C)[C@H](CN(C)Cc2ccc(C(=O)O)cc2)OCc2ccccc2-c2c(n(C)c3ccccc23)C1=O	6	0	2.9	/	-5	-8	8	14	4	-21	/
18	Cc1ccc(OC(C)C(=O)N=Nc2c(O)[nH]c3ccc([N+](=O)[O-])cc23)cc1 (stereo unspecified)	20	-7	3.7	1	-4	-10	-1	-2	-6	-25	-13
19	Cc1[nH]c(=O)[nH]c(=O)c1N(C)C	7	-2	0.4	2	-4	-4	11	0	6	-5	-6
20	CC(C)NS(=O)(=O)c1ccc(OCC(=O)NC2CCCCCC2)cc1	15	5	1.0	-4	-11	-8	10	-2	-25	4	-11

Reprinted at random: seven entries already listed
cpd	Molecule	Peg3 promoter	PDI turbidity	iPSC survival up	NR2E3 ag-1	CaV13 FRET inh	H9c2 protect	HIF-2a inh	m5-HT2A agonist	NR2E3 ag-2	Shn3 inh set2	MITF TRPM1 inh
16	O=C(CN1C(=O)S/C(=C\c2ccccn2)C1=O)Nc1ccccc1	8	5	-0.3	/	-5	1	12	1	24	0	3
10	Cc1ccc(Cn2c(CN3CCOCC3)nc3c2c(=O)n(C)c(=O)n3C)cc1	22	4	-1.9	1	-9	8	12	-4	-6	4	-10
13	COc1cc(C)c(S(=O)(=O)N2CCOCC2)cc1C(C)C	11	-2	1.0	-2	/	5	1	-3	-38	3	1
1	C=C1C(=O)O[C@H]2C[C@]3(C)C([C@@H](OC(=O)/C(C)=C/C)[C@H]12)[C@](C)(O)CC[C@H]3O (stereo partly specified)	18	3	-0.6	-4	-5	12	12	8	-5	19	-2
19	Cc1[nH]c(=O)[nH]c(=O)c1N(C)C	7	-2	0.4	2	-4	-4	11	0	6	-5	-6
20	CC(C)NS(=O)(=O)c1ccc(OCC(=O)NC2CCCCCC2)cc1	15	5	1.0	-4	-11	-8	10	-2	-25	4	-11
8	COc1ccc(CCNC(=O)COc2ncnc3ccccc23)cc1OC	16	-6	0.1	-3	-2	1	18	0	-68	-7	13

(cont.)
cpd	Molecule	Peg3 promoter	PDI turbidity	iPSC survival up	NR2E3 ag-1	CaV13 FRET inh	H9c2 protect	HIF-2a inh	m5-HT2A agonist	NR2E3 ag-2	Shn3 inh set2	MITF TRPM1 inh
21	O=C(CCSc1ccccc1)Nc1ccc(S(=O)(=O)Nc2ncccn2)cc1	19	0	0.0	2	-7	15	20	-1	13	-2	1
22	O=C(O)CC(c1ccc(F)cc1F)N1Cc2ccccc2C1=O (stereo unspecified)	7	0	-0.1	0	/	-3	9	3	0	19	-36
23	CC(C)SCCCCOc1ccc2ccccc2c1	-206	4	-3.4	0	/	-14	-282	-2	-1	-14	-31
24	CCOC(=O)C(CCCCCCC(NC(C)=O)(C(=O)OCC)C(=O)OCC)(NC(C)=O)C(=O)OCC	19	-4	-0.2	1	-4	-2	20	3	-1	-15	10
25	CC(=O)Nc1ccc(S(=O)(=O)N2CC(=O)NC(=O)C2)cc1	-25	7	-0.5	3	-6	1	12	20*	2	5	5
26	CCCCCOC(=O)c1ccc(NC(=O)c2cccc(NC(=O)c3ccccc3C(=O)O)c2)cc1	-8	-2	0.5	5	-16	2	9	-8	0	-11	-11
27	Fc1ccc(NC(=S)N2CCOCC2)cc1Cl	11	-3	-1.0	-1	-1	-3	4	-2	24	76	6
28	Cc1ccc2c(c1)nnn2C1CCN(C(=O)c2ccccc2F)CC1	12	-4	-0.3	1	-10	0	5	4	12	13	5
29	CC(NC(=O)c1nn(C)c(=O)c2ccccc12)c1ccccc1 (stereo unspecified)	7	10	1.2	2	-2	0	8	3	3	37	2
30	Cc1ccc(CSc2nnc(SCC(=O)N/N=C/c3ccccc3OCC(=O)O)s2)cc1	-60	-1	-0.7	-2	-5	-11	-71	-2	14	2	16
31	O=C1NC2(CCCCCC2)C(=O)N1Cc1ccccc1F	1	1	-0.5	-1	-21	6	22	4	-17	10	-9
32	CCOc1ccc2nc(NC(=O)c3ccc(OC)c(S(=O)(=O)N4CCOCC4)c3)sc2c1	33	5	-2.3	4	-4	20	-1	4	-15	18	26
33	CS(=O)(=O)N(CC(=O)N1CCN(c2ccc(F)cc2)CC1)c1cccc(Cl)c1	10	7	-0.9	-4	-4	0	19	-9	27	4	3
34	CC(C)CC(N)c1csc(Nc2cc(Oc3ccccc3)ncn2)n1 (stereo unspecified)	63*	-16	-4.0	/	-5	4	5	0	0	-5	/
35	Cc1cccc(NC(=O)CN(C)C(=O)c2ccc3ccccc3n2)c1C	-24	4	0.1	/	-2	2	-73	3	-11	-31	3
36	CC(=O)c1c(C)[nH]c(C(=O)OC2CCCCC2=O)c1C (stereo unspecified)	-21	3	-0.9	-3	/	0	-25	7	-6	/	-14
37	CC(C)CCn1cnc2c1c(=O)n(CC(=O)NC(N)=O)c(=O)n2Cc1ccccc1	-5	2	0.8	1	-2	6	16	1	7	3	-13
38	Cc1cccc(CC(=O)c2c[nH]c3ccccc23)c1	-49	8	0.6	0	-2	-3	-163	4	-49	-2	-26
39	Cc1cccc(C(C)C)c1NC(=O)C1CCN(S(=O)(=O)c2ccccc2)CC1	-26	-3	-0.2	3	-6	5	9	-1	17	11	9
40	CC1=C(C(=O)N(C(C)C)C(C)C)CC(CC(=O)NC2CC2)C(=O)N1Cc1ccc(C(C)(C)C)cc1 (stereo unspecified)	/	/	-2.7	/	-12	/	3	3	20	/	/
41	Cc1cc(C)n(CC(=O)NNC(=O)c2ccc(NC(=O)CC#N)cc2)n1	-12	4	-0.5	2	-6	-2	1	1	-41	-5	-1
42	COc1ccc(C(=O)Nc2cc3c4c(c2)C(C)C(=O)N4CCC3)c(OC)c1 (stereo unspecified)	-104	-11	-0.6	0	-6	5	-85	-1	-26	-9	-28
43	O=c1[nH]c2cc3c(cc2cc1CN(CCCO)C(=S)NCc1ccco1)OCO3	11	1	0.1	3	3	0	10	2	7	72	15
44	Cc1cc(OC(=O)c2ccc(S(=O)(=O)N3CCCC3)cc2)c([N+](=O)[O-])c(=O)[nH]1	13	-4	0.7	0	-16	2	10	3	15	-18	-6
45	COc1ccccc1C/C(N)=N/OC(=O)c1cccc([N+](=O)[O-])c1C	-32	-7	-1.1	2	-3	-11	-15	-1	-21	-12	7
46	CCOc1ccccc1NS(=O)(=O)c1ccc2oc(=O)ccc2c1	17	-2	0.7	5	-3	6	10	-3	3	8	2
47	Cc1ccc(NC(=O)CSc2ccc(-c3cccnc3)nn2)cc1Cl	12	-1	0.8	3	-14	-3	6	7	-17	21	-4
48	COc1ccc(-c2nnc(SC(C)C(=O)Nc3cccc(Cl)c3)o2)cc1 (stereo unspecified)	-314	-1	-2.0	2	-4	-16	-234	4	-124	-47	-83
49	Cc1cccc(C(=O)NCC(=O)OCC(=O)N2CCCCC2)c1	2	1	0.0	4	-2	0	9	1	-12	3	-4
50	COC(=O)c1cnc(Nc2cccc(C(F)(F)F)c2)c([N+](=O)[O-])c1	-23	-2	1.2	-3	-21	-6	-18	4	7	3	-4

Entries above printed as active in Shn3 inh set2.
cpd	Compound	Peg3 promoter	PDI turbidity	NR2E3 ag-1	CaV13 FRET inh	HIF-2a inh	m5-HT2A agonist	NR2E3 ag-2	Shn3 inh set2	MITF TRPM1 inh
5	CCCCCn1c(=N)n(CC(O)COc2ccccc2OC)c2ccccc21 (stereo unspecified)	43&12	-1&-15	-1&5	-8&-5	-14&-14	-12&-8	-5&-13	86*!	6

Compound profiles, as listed above. Order of values: Peg3 promoter, PDI turbidity, iPSC survival up, NR2E3 ag-1, CaV13 FRET inh, H9c2 protect, HIF-2a inh, m5-HT2A agonist, NR2E3 ag-2, Shn3 inh set2, MITF TRPM1 inh
CCOc1ccccc1NS(=O)(=O)c1ccc2oc(=O)ccc2c1 as listed: 17, -2, 0.7, 5, -3, 6, 10, -3, 3, 8, 2
CC(=O)c1ccc(S(=O)(=O)NC2CC(=O)N(c3cccc(F)c3)C2)cc1 (stereo unspecified) as listed: 14, 3, 0.0, -4, -7, 0, 11, -1, -1, -6, 2
